High-throughput results deposited in PubChem BioAssay by several laboratories.
CAL PDZ FP-1: blocks peptide binding to the human CAL PDZ domain; Q9HD26; purified CAL PDZ, TMR-peptide fluorescence polarization, 1 h; inhibition, % at 24.9 µM; actives 0.92% (n = 300,000); AID 602252;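 active means mean inhibition of at least 30% with at least half of replicates also reaching 30%; inconclusive means no clear call, values can overlap the other calls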;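 further: 0% = DMSO neutral control and 100% = excess unlabeled competitor peptide PRC23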
SR-BI DiI-HDL act: SR-BI HDL lipid transfer activation | actives 0.096% (n = 320,000) | CHO ldlA[mSR-BI] cells, DiI-HDL uptake fluorescence, 3 h; 100 = double the neutral-control signal | AID 504775 | activation, % at 12.5 µM;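 active means mean replicate activation of at least 60% and every replicate at or above 60%; inconclusive means mean or all-replicate condition met, but not both; inactive means mean below 60% and not all replicates reaching 60%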;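 further: 0% = median plate neutral-control signal and 100% = twice that signal; values of inactives mirror those of a sister screen read the other way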
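Assay system: CHO ldlA[mSR-BI] cells, LDL receptor-null, SR-BI overexpressing; medium: Ham's F12 with 0.5% BSA, HEPES 25 mM, pH 7.4; also added: DiI-HDL 10 µg/mL; timing: 3 h uptake period with compound, 37 °C; signal: DiI fluorescence, bottom read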
CAL PDZ FP-2: human CAL PDZ-peptide interaction inhibition | inhibition, % at 20 µM | actives 0.02% (n = 330,000) | AID 504414 | purified CAL PDZ, TMR-peptide fluorescence polarization, 1 h;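 active means highest replicate inhibition of at least 40%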;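 further: plate controls were DMSO neutral control wells for no effect and unlabeled competitor peptide control wells for full effect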
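material = purified tagged CAL PDZ domain construct (CerCALP) | buffer or medium = sodium phosphate/NaCl buffer pH 7.4 with TCEP, IgG, Thesit | reagent = TMR-labelled reporter peptide T*-PRC34 bound in PDZ groove | incubation = 1 h room-temperature incubation prior to read | measured by = fluorescence polarization (mP) | evaluation = percent inhibition from loss of millipolarization | control set = unlabelled peptide and DMSO controls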
MITF TRPM1 HTS: MITF TRPM1 promoter activation in melanoma cells; SK-MEL-5 TRPM1-promoter luciferase, 24 h; % of positive control, neutral wells = 0; actives 0.75% (n = 300,000); activation, % at 12.5 µM;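 active means mean activation of at least 80% with every replicate also reaching 80%; inconclusive means mean reaches 80% but some replicate falls short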;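 further: 0% = neutral control wells and 100% = parthenolide positive control wells; values of inactives mirror those of a sister screen read the other way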
phage Ecoli inh: E. coli growth loss with phage present. growth absorbance. inhibition, % at 11.9 µM. actives 0.26% (n = 360,000). AID 651602; in the data active means inhibition above about 11%
Tat transport: E. coli Tat transport inhibition | actives 0.036% (n = 340,000) | inhibition, % at 10 µM | E. coli MC4100 TorA-mCherry Tat export, fluorescence;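 active means mean replicate inhibition at least 50% and at least half of replicates individually reaching 50%; inconclusive means only one of the two criteria met; inactive means neither criterion met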;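 further: exported cargo escapes ClpAP degradation while cytoplasmic cargo is degraded and loses fluorescence; 0% = median of neutral control wells and 100% = median of NaSCN control wells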
SR-BI HDL uptake: mouse SR-BI HDL lipid transfer inhibition | Q61009 | inhibition, % at 12.5 µM | AID 488896 | actives 0.96% (n = 320,000) | ldlA[mSR-BI] CHO cells, DiI-HDL uptake fluorescence, 3 h;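 active means mean replicate inhibition of at least 70% and a set share of replicates each scoring 70 or more; inconclusive means meets just one of the two criteria; inactive means fails both criteria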;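 further: 0% = median of neutral control wells and 100% = median of positive control wells; values of inactives mirror those of a sister screen read the other way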
Target sequence (Q61009 whole entry, looked up): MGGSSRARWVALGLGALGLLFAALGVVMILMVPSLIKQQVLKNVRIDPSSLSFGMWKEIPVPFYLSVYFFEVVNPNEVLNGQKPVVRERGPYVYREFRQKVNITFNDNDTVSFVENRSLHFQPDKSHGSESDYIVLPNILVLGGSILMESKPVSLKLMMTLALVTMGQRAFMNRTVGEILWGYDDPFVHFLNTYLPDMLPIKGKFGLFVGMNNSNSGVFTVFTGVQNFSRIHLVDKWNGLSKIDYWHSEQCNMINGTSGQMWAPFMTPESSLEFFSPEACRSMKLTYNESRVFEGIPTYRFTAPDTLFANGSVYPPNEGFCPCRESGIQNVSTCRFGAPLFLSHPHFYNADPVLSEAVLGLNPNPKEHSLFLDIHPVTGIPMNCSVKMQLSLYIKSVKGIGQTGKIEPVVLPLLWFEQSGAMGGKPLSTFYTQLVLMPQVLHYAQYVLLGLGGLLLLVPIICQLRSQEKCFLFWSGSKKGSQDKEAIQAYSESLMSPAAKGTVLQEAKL
Wnt act: activates Wnt/beta-catenin signaling in a reporter cell assay; activator, plate reader; activation, % at 9.35 µM; actives 1.2% (n = 300,000); AID 743398; in the data active means activation above about 30%, passing the limit was not always enough; inconclusive means no clear call, values can overlap the other calls;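 further: 0% = neutral control wells and 100% = positive control wells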
AddAB inh: less growth of phage-infected E. coli with AddAB; E. coli expressing H. pylori AddAB, absorbance growth; inhibition, % at 11.9 µM; actives 0.29% (n = 330,000); AID 435030; in the data active means inhibition above about 12%;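 further: 0% = vehicle wells of infected cells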
Ecoli viability: bacterial growth inhibition, counter-screen for AddAB inhibitors; E. coli V3065 growth, OD600 absorbance, 18 h; inhibition, % at 11.9 µM; actives 0.27% (n = 330,000);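 active means inhibition above the campaign's mean inhibition across all tested compounds plus 3 SD, cut at about 9.9% in these data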;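 further: uninfected addAB+ strain grown without phage in ampicillin broth; 0% = DMSO wells and 100% = ciprofloxacin 0.95 µg/ml wells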
The depositor's hits bear a star; ? = inconclusive; . = not tested or not shown.

SMILES	CAL PDZ FP-1	SR-BI DiI-HDL act	CAL PDZ FP-2	MITF TRPM1 HTS	phage Ecoli inh	Tat transport	SR-BI HDL uptake	Wnt act	AddAB inh	Ecoli viability
Cc1cc(NC(=O)CSc2nnc(-c3cccnc3)n2C)no1	.	-3	-1.9	-8	-0.8	0	3	.	-0.8	1.4
CCC(C)(C)n1nnnc1CN1CCSCC1	3	-3	0.1	0	1.2	-9	3	-2	0.9	3.0
CCOC(=O)N/N=C/c1ccc(N(CC)CC)cc1O	0	-40	-0.5	29	2.4	3	40	16	1.8	-0.8
O=C(NC(=S)Nc1cc([N+](=O)[O-])ccc1O)c1cccnc1	.	10	0.2	19	-0.3	4	-10	10	-1.3	-3.9
CCOc1ccc(NC(=O)CCC(=O)NNC(=O)c2cccc([N+](=O)[O-])c2)cc1	-1	26	0.7	3	3.8	-4	-26	0	1.2	1.0
COc1c(Cl)cc(Cl)cc1C(=O)Nc1ccc(NC(=O)c2cccs2)cc1	-2	-55	-0.1	7	2.5	0	55	.	2.3	3.0
C=CCn1c(SCC(=O)Nc2cc(C)nn2-c2ccccc2)nnc1C1CCCCC1	.	-22	-2.2	-10	3.9	5	22	.	1.1	-0.6
Cc1cccc(OCC(=O)Nc2ccccc2-c2ccccc2)c1	-3	-20	-0.5	7	2.3	8	20	-3	2.1	-0.5
CCOc1cc(NC(=O)CC(C)C)c(OCC)cc1NC(=O)CCn1nnc2ccccc21	.	-7	-4.1	-1	2.9	7	7	-5	1.6	0.1
CCOC(=O)C1=C(C)N(C[C@@H]2CC[C@@H](Cc3ccc(-c4ccccc4)cc3)O2)C(=O)NC1c1ccc(Cl)cc1 (some centres undefined)	-9	-29	0.0	-1	2.3	-14	29	-2	0.4	1.6
Cc1sc2nc(-c3cccnc3)nc(Cl)c2c1-c1ccccc1	-2	8	-3.9	28	-0.4	7	-8	4	1.5	0.7
CC(=O)c1ccc(OCC(O)CNCc2ccc3c(c2)OCO3)cc1 (centres undefined)	42*	-11	-2.0	5	3.9	1	11	3	3.5	1.3
O=C(CSc1n[nH]c(=O)[nH]c1=O)Nc1c(Cl)cc(Cl)cc1Cl	.	-9	-11	10	5.3	3	9	-4	-0.2	-0.2
CC(C)c1nnc(NC(=O)CC23CC4CC(CC(C4)C2)C3)s1	.	7	-0.3	.	2.7	-1	-7	0	-2.1	-0.9
Cc1ccc(NC(=O)CSc2ccccc2NC(=O)c2cccc(Cl)c2)cc1Cl	7	-24	-1.2	-16	1.9	-11	24	-8	4.5	-1.0
COc1ccc2[nH]c3c(c2c1)CCN1C(=O)C(CC(=O)NCCC2=CCCCC2)C[C@H](C(=O)N2CCCCC2)[C@@]31C (some centres undefined)	3	-45	-2.2	-12	1.2	5	45	-2	-1.5	0.4
Cc1cc(NC(=O)c2cccc([N+](=O)[O-])c2)no1	4	19	-0.5	-2	1.1	-3	-19	4	0.9	-0.8
Nc1nc(Nc2ccccc2F)sc1C(=O)c1ccccc1	-1	.	-1.8	100*	0.0	1	.	35*	3.7	3.0
COc1ccc(C(CNC(=O)C(=O)NC2CCCC2)N2CCN(C)CC2)cc1 (centres undefined)	.	25	-0.7	16	1.4	-2	-25	0	-1.1	1.5
O=C(COC(=O)CCN1C(=O)C2CC=CCC2C1=O)NCCc1ccccc1 (centres undefined)	0	24	-1.8	-4	2.1	4	-24	-1	-1.0	1.9
COC(=O)c1cc(OC)c(OC)cc1NC(=O)c1ccccc1C	0	-17	-3.0	3	1.8	10	17	0	2.8	0.0
CC1=CC(C)(C)N(C(=O)c2ccc(F)cc2)c2cc3c(cc21)OCO3	1	-29	-2.0	.	3.1	4	29	-8	-2.6	-0.2
COc1cc(NC(=O)COC(=O)CC(NC(C)=O)c2ccccc2)cc(OC)c1 (centres undefined)	-6	11	-1.9	-12	0.3	4	-11	2	3.0	-1.6
COc1ccc(/C(CC2OC(=O)c3ccccc32)=N\NC(N)=O)cc1 (centres undefined)	-3	29	-1.4	-5	2.1	-4	-29	2	1.1	0.4
COc1ccc(Cl)cc1C(=O)NNC(=O)COC(=O)c1cccs1	.	-10	0.2	-3	1.1	16	10	12	0.3	0.2
CCCCn1c(=O)nc2n(-c3ccccc3C)c3ccccc3cc-2c1=O	-1	-13	-1.5	-5	2.8	-6	13	-1	2.8	0.2
CC(=O)Nc1ccc(NS(=O)(=O)c2cc(-c3n[nH]c(=O)c4ccccc34)ccc2C)cc1	-7	-39	-6.2	-20	0.8	-4	39	-1	2.9	0.4
NNC(=O)c1cccc(COc2cccc(Br)c2)c1	-3	-71	.	21	2.7	2	?	.	-1.9	-0.6
CC1(C)OC2OC(COC(=O)c3ccccc3)C3OC(C)(C)OC3C2O1 (centres undefined)	.	28	-0.7	2	1.7	-12	-28	4	-0.8	-0.5
CC(=O)C1=C(O)CCC1=NCCc1ccccc1	.	13	-2.3	3	0.2	-10	-13	0	1.8	-0.8
O=C(O)[C@H](Cc1ccccc1)NC(=O)C(c1ccccc1)(c1ccccc1)c1ccccc1	-1	14	-0.4	-6	-1.4	1	-14	-3	3.5	1.5
O=C(C1COc2ccccc2O1)N1CCN(S(=O)(=O)c2cc(F)ccc2F)CC1 (centres undefined)	-4	3	-0.1	10	2.1	-3	-3	-2	1.6	0.0
Cc1c(C(=O)N(C)C2CCCCC2)sc2ncnc(N3CCN(c4ccccc4F)CC3)c12	11	-38	-1.5	-10	.	13	38	.	2.7	1.8
C[C@H](NC(=O)[C@@H]1Cc2ccccc2CN1C(=O)OC(C)(C)C)C(=O)NCC1CCCO1 (some centres undefined)	2	3	-1.7	-4	1.2	-9	-3	1	0.5	-0.4
CCN=C1SC(CC(=O)NC(C)c2ccccc2)C(=O)N1CC (centres undefined)	1	9	-2.7	3	1.1	-3	-9	-1	0.3	-1.4
O=C(Oc1ccc2ccc(=O)oc2c1)C1CCCCC1	-2	-4	-3.2	-3	0.3	-1	4	2	3.4	-0.5
Cn1c(SCC(=O)n2c3c(c4ccccc42)CCCC3)nnc1-c1ccccc1	.	-2	-0.9	15	2.7	12	2	.	0.2	-0.5
CCOc1nc(-c2ccccc2)ncc1Oc1ccccc1	.	.	.	.	1.2	.	.	5	-0.3	-2.9
Cc1ccc(N2C(=O)CC(Sc3ccccc3C(=O)O)C2=O)cc1 (centres undefined)	-1	26	0.4	-8	2.7	-8	-26	2	1.3	-0.3
CCOc1ccccc1NC(=O)NCCc1c[nH]c2ccccc12	-4	-53	1.0	-2	3.2	-2	53	-1	1.1	-1.7
O=C(O)C(c1ccccc1)C1(O)CCCC1 (centres undefined)	3	13	0.2	-7	-1.2	3	-13	.	6.1	0.6
CCCc1cc(=O)oc2c(C)c(OC(C)C(=O)NCC(O)c3ccccc3)ccc12 (centres undefined)	.	-63	0.0	8	0.9	-8	63	-2	0.6	1.1
COC(=O)c1c(C)nc2ccccc2c1C(=O)O	-3	23	1.0	6	1.6	-8	-23	.	0.3	-1.8
COC(=O)c1ccc(NC(=S)NNC(=O)CC(C)C)cc1	1	11	-1.2	1	3.6	4	-11	.	0.8	-0.9
O=C(N/N=C1/CC(c2ccccc2)Oc2ccccc21)C1CC1 (centres undefined)	-1	-16	-0.2	0	3.0	-1	16	.	-0.2	0.6
Cc1ccccc1N/C(SCc1ccc(Cl)cc1)=C(/C#N)C(N)=O	.	-1	-2.0	-16	3.2	12	1	-1	1.4	-0.7
CC(C)CCN(C(=O)Nc1ccc(Cl)cc1)C1CCN(C(C)C)CC1	-2	-9	-1.7	6	0.9	-2	9	1	0.5	0.1
CN1CCN(C2Cc3ccc(Cl)cc3Sc3ccc(F)cc32)CC1 (centres undefined)	.	.	.	.	2.2	.	.	-1	2.4	-0.2
CCN(CC)S(=O)(=O)c1cccc2cccnc12	0	-4	-1.7	.	0.8	-6	4	-2	-1.4	-2.8
O=S(=O)(NN1CCOCC1)c1ccc(Br)s1	-2	9	-1.4	1	2.5	-5	-9	4	5.4	-1.4
COC(=O)c1cccc(NC(=O)CN2CCN(Cc3ccccc3)CC2)c1	-9	-3	-1.0	11	1.6	1	3	.	2.7	-0.7
CN1CCN(c2ccc(NC(=O)Cc3ccccc3)cc2)CC1	8	-11	-0.6	67	1.3	3	11	27	1.5	-1.3
COc1ccc(CC(NC(C)=O)C(=O)NC2CCN(C(=O)c3ccc(OC)c(OC)c3)CC2)cc1OC (centres undefined)	.	12	-1.4	-9	2.8	3	-12	-1	5.1	-0.8
CCOC(=O)c1cn2nc(Oc3ccccc3)ccc2n1	.	10	-4.2	.	3.0	7	-10	0	-0.3	0.8
COC(=O)Cn1c(=O)c2c(nc3n2CCCN3CCc2ccc(OC)c(OC)c2)n(C)c1=O	-8	-1	-0.2	9	-1.0	3	1	-1	0.6	1.1
Cc1cc(=O)[nH]c(SCC(=O)Nc2ccnc3ccccc23)n1	0	16	-1.0	-12	1.6	2	-16	-1	1.6	-2.0
Cc1ccc2nc(C)c(C(=O)N/N=C/c3ccc(C(=O)O)cc3)cc2c1	0	11	0.9	-6	3.6	-9	-11	0	3.2	2.8
CCOc1ccc(CN2CCN(Cc3ccc4cc(F)ccc4n3)CC2CCO)cc1 (centres undefined)	.	-2	0.0	-25	-0.9	-8	2	-1	-1.3	-2.4
Cc1ccc(S(=O)(=O)Nc2ccc(-c3cn4ccc(C)cc4n3)cc2)cc1	5	17	-2.4	2	4.9	9	-17	14	0.3	0.4
O=C(O)c1nc(-c2ccccc2)n(-c2cccc(C(F)(F)F)c2)n1	10	8	-0.8	-18	2.5	5	-8	1	-2.0	-3.5
CCOC(=O)c1c(C)[nH]c(C(=O)OCC(=O)Nc2cc(Cl)ccc2OC)c1C	.	-14	-2.5	-14	3.5	4	14	.	0.4	-3.2
O=C(Cc1cccc(NC(=O)C2CCN(C(=O)C3CCCCC3)CC2)c1)Nc1cccc(C(=O)N2CCOCC2)c1	1	-2	-0.6	7	0.6	-4	2	-2	.	.

Individual results from the list.
`CC(=O)Nc1ccc(NS(=O)(=O)c2cc(-c3n[nH]c(=O)c4ccccc34)ccc2C)cc1` @ Ecoli viability: 0.4
`O=C(O)c1nc(-c2ccccc2)n(-c2cccc(C(F)(F)F)c2)n1` @ SR-BI DiI-HDL act: 8
